Source: PubChem BioAssay (National Center for Advancing Translational Sciences (NCATS))
RORg inh – blocks mouse ROR gamma transcriptional activity; P51450; actives 5.4% (n = 310,000); AID 2551; Potency, µM (series often up to 53.6 µM), without a hit: top-dose activity change, negative = inhibition, most hits filed as inhibitors; Drosophila S2 Gal4-RORgamma UAS-luciferase reporter, 20 h; also: % is scaled to controls: 0 for no effect and ±100 for the full control effect; nearly all actives have a fitted effect of over 60% in size
Target sequence (P51450 whole entry, looked up, the tested form may be a part): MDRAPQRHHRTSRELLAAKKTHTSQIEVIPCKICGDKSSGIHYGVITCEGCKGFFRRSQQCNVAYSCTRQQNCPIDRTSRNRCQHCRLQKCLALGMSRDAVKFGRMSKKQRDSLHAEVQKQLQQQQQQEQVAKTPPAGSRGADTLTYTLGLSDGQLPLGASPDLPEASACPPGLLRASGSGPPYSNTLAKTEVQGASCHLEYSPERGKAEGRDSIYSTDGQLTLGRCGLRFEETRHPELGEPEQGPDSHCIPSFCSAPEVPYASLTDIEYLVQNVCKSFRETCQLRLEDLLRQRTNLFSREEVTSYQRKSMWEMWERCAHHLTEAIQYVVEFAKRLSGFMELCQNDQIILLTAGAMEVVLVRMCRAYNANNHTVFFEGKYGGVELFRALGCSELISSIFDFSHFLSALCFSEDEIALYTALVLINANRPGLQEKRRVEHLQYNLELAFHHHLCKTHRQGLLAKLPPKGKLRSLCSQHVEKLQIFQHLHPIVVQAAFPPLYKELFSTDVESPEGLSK
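In this cell-based reporter format, copper sulfate (700 uM final) drives Gal4–ROR gamma fusion expression from a metallothionein promoter in Drosophila Schneider cells; compounds preincubated 1 hr, reporter read after 20 hr at ambient temperature.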
Gal4-VP16 FLuc – Gal4-VP16 reporter inhibition counter-screen; AID 2546; Drosophila S2 Gal4-VP16 UAS-luciferase, luminescence, 20 h; Potency, µM (top dose mostly 53.6 µM), inactives show at the top dose activity, negative = inhibition, actives largely listed as inhibitors; actives 3.5% (n = 310,000);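 also: Gal4-VP16 expression switched on by copper sulfate through the metallothionein promoter; % is scaled to controls: 0 for no effect and ±100 for the full control effect; nearly all actives have a fitted effect of over 50% in size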
Menin-MLL TR inh – menin-MLL binding inhibition, Texas Red mutant peptide; O00255; Menin + Texas Red MLL mutant peptide, fluorescence polarization; Potency, µM (highest dose often 61.6 µM), for the others: at the top dose FP activity change, negative = inhibition, most hits filed as inhibitors; actives 0.23% (n = 270,000); active = well fitted inhibition curve with a large enough effect in the polarisation, with a control signal flat, not every such curve was filed as active; inconclusive = small, poorly fitted or top-dose-only effect, or effect the other way, or a change in a side signal; inactive = no such curve, though single readings can be large or run the other way; the % refers to the polarisation; also: % of control where 0% means no effect; many of its hits are not listed in these tables
* marks the source's active call; other numbers are inactive results; u = inconclusive; [ ] = another dose, or the depositor's remark. Unless noted, calls follow the shape of the dose curve; as a rule, active = well fitted curve in the direction sought with a large enough effect; inconclusive = small, poorly fitted or top-dose-only effect, or another doubt; inactive = no such curve, though single readings can be large; an effect the other way counts as inactive or inconclusive. Potency is read from the fitted curve at half-maximal effect. Only part of the results is shown; count on the stated rates, not on these rows.

SMILES	RORg inh	Gal4-VP16 FLuc	Menin-MLL TR inh
C[C@@H]1CCC2C(C)(C)C3CC21CC[C@@]3(C)O (some centres not stated)	12%	-9%	11%
COCCn1c(=O)c(-c2ccc(Cl)cc2)nc2cncnc21	-1%	11%	-1%
O=S1(=O)C2CC3CCC2(CN1Cc1ccccc1)O3 (configuration not stated)	40%	28%	3%
O=C(Nc1ccccc1)N1CC2(CCN(C(=O)c3ccco3)CC2)C1	14%	-4%	-4%
CC(=O)NCCNc1ccnc(-c2ccccc2C(F)(F)F)n1	1%	-1%	11%
CN(Cc1ccco1)c1cc(-c2ccccc2C(F)(F)F)ncn1	1%	-7%	-7%
Cc1cc(C)c(NC(=O)C[C@H](CC(=O)O)c2cccc3ccccc23)c(C(=O)N2CCC3(CCCC3)CC2)c1	42%	2%	5%
C#Cc1cccc(Nc2ncnc3cc(OCCOC)c(OCCOC)cc23)c1	0%[10 µM]	-20%	-14%
CC(C)C(C)/C=C/C(C)C1CCC2C3=CC=C4CC(O)CCC4(C)C3CCC21C (configuration not stated)	2%	-14%	1%
CC(C)c1nc(N(C)S(C)(=O)=O)nc(-c2ccc(F)cc2)c1/C=C/C(O)CC(O)CC(=O)O (configuration not stated)	-4%	0%	-2%
COc1cccc(Cn2c(=O)c(CCc3ccccc3)nc3cnc(N4CCN(C)CC4)nc32)c1	-25%	2%	-1%
N#CCCn1c(=O)cnc2cnc(Nc3ccccc3)nc21	u	-7%	8%
FC(F)(F)c1ccccc1-c1nc(N2CCOCC2)c2ccccc2n1	3%	4%	-16%
COCCNc1ncncc1-c1c(C)noc1C	7%	-5%	0%
CC(C)CN1CC[C@@]2(CCCN(C(=O)c3cc(C(F)(F)F)cc(C(F)(F)F)c3)C2)C1	5%	-12%	-12%
O=C1c2cc(O)cc(O)c2OC[C@@H]1c1ccc(O)c(O)c1	1%	-3%	18%
C=CC[N+]1([C@H]2C[C@H]3[C@@H]4CC[C@H]5C[C@H](O)[C@@H](N6CCOCC6)C[C@]5(C)[C@H]4CC[C@]3(C)[C@H]2OC(C)=O)CCCC1	-23%	-1%	4%
CCOC(=O)Oc1c(OC)cc(C(=O)O[C@H]2C[C@H]3CN4CCc5c([nH]c6cc(OC)ccc56)[C@@H]4C[C@H]3[C@@H](C(=O)OC)[C@@H]2OC)cc1OC	1%[2.98 µM]	-5%[17 µM]	-15%[24.8 µM]
C[C@]12CCC(=O)C=C1CCC1C3CC[C@](O)(C(=O)CO)[C@@]3(C)CC3OC312 (some centres not stated)	-19%	-8%	15%
CCNc1ncc2nc(C)c(=O)n(CCc3ccccc3)c2n1	-23%	-4%	-20%
NC(=O)[C@@H]1CCCN1C(=O)[C@H](Cc1cnc[nH]1)NC(=O)[C@@H]1CCC(=O)N1	-7%[10 µM]	-8%	5%
CCCCC/C=C\C/C=C\C/C=C\CCCCC(=O)NCCCC(=O)O	-1%	-3%	15%
COCC#Cc1ccc(C2C(C)CCC3C(=O)N4C(CCC(C)C4c4ccc(C#CCOC)cc4)C(=O)N32)cc1 (configuration not stated)	5%[10 µM]	-2%[10 µM]	0%[11.7 µM]
COC(=O)C/C=C/C(C)C(OCc1cccc(-c2ccccc2)c1)C1CCCCC1 (configuration not stated)	1%[10 µM]	9%[10 µM]	-2%[11.7 µM]
CC(=O)Oc1ccc2c(c1)CCC1C2CC[C@]2(C)C(=O)CCC12 (some centres not stated)	16%	6%	-8%
O=C(O)C(O)C(O)(Cc1ccc(O)cc1)C(=O)O (configuration not stated)	-6%	u	-4%
CC(=O)OCC1OC(C#CCCc2ccccc2)C=CC1OC(C)=O (configuration not stated)	17%[10 µM]	-2%[10 µM]	-3%[11.7 µM]
CC(C)=CCC/C(C)=C/C=C/C1=CC2(C)CC1(C)C(/C=C(\C)CCC=C(C)C)CC2=O (configuration not stated)	-2%[10 µM]	-5%[10 µM]	1%[11.7 µM]
CN(C)c1ccc(-c2nc(N(C)C)c3ccccc3n2)cc1	-25%	-5%	-8%
C=C[C@@H]1[C@@H](C)[C@H](C)C(=O)C([C@H](O)C(C)C)[C@@H]1C (some centres not stated)	-32%	0%	-1%
O=c1c(-c2ccc(F)cc2)nc2cnc(Oc3ccccc3)nc2n1Cc1cccs1	11%	-1%	u
CCCCCCCCCCC1=C(C)C(=O)C(OC)=C(OC)C1=O	-5%	-9%	-22%
CC(=O)N[C@@H]1C(O[C@H]2O[C@H](C(=O)O)C(O)[C@H](O)[C@H]2O)[C@H](O)[C@@H](CO)O[C@H]1O[C@@H]1C(C(=O)O)O[C@@H](O[C@H]2[C@H](O)[C@@H](CO)OC(O)[C@@H]2NC(C)=O)[C@H](O)[C@H]1O (some centres not stated)	-2%	-4%	-5%
O=c1c(-c2cccs2)nc2cncnc2n1-c1ccccc1	10%	8%	26%
CCCNC(=O)OC[C@@H]1O[C@H](CCO/N=C2\c3cc(OC)ccc3O[C@H](c3cccc(OC)c3)[C@H]2O)C=C[C@@H]1Oc1ccc(OC)cc1	21%[10 µM]	-6%[10 µM]	-19%[11.7 µM]
OCCN1CCN(CCC=C2c3ccccc3Sc3ccc(Cl)cc32)CC1	1%[2.98 µM]	u	-27%[24.8 µM]
CC(C)c1c(O)ccc2c1CCC1[C@@](C)(CO)CCC[C@@]21C (some centres not stated)	0%	-14%	6%
O=C(c1ccncc1)N1CCC2(CC1)CN(c1ccccn1)C2	-2%	7%	1%
COc1ncc2nc(-c3ccccc3)c(=O)n(Cc3cccs3)c2n1	-13%	-8%	20%
CC[C@H](C)[C@H](NC(=O)[C@H](CCCNC(=N)N)NC(=O)[C@@H]1CCCN1C(=O)[C@H](Cc1ccccc1)NC(=O)[C@H](Cc1cnc[nH]1)NC(=O)[C@H](CCCNC(=N)N)NC(=O)[C@@H](NC(=O)[C@H](C)NC(=O)[C@H](CCC(=O)O)NC(=O)[C@H](CC(N)=O)NC(=O)[C@@H](N)CCCCN)C(C)C)C(=O)N[C@@H](Cc1c[nH]c2ccccc12)C(=O)N[C@@H](CC(C)C)C(=O)O	0%	3%	7%
COC(=O)c1c(C)cc(OC(=O)c2c(C)cc(O)c(C=O)c2O)c(C)c1O	-6%	-27%	-14%
C/C=C/C(=O)C[C@H]1CC[C@@H](C)[C@@H](CCO)O1	30%	-9%	-3%
NC(Cc1c[nH]c2ccccc12)C(=O)O (configuration not stated)	-1%	4%	-1%
COc1cc(C)c2c(=O)cc(-c3ccccc3)oc2c1	14%	6%	2%
COc1cccc(-c2nc(NCc3ccccc3OC)c3ccccc3n2)c1	6%	0%	u
C[C@H]1COc2c(N3CCN(C)CC3)c(F)cc3c(=O)c(C(=O)NCc4ccco4)cn1c23	6%	1%	2%
COc1ccc(-n2c(=O)cnc3cnc(N(C)C)nc32)cc1	8%	-8%	-7%
CC12CCC=CC1C(c1ccoc1)N(Cc1ccccc1)C2=O (configuration not stated)	16%	16%	-19%
CNC(=O)C1(C(F)(F)F)CC(CCCO)CCCO1 (configuration not stated)	12%	-7%	-21%
O=C(Cc1ccccc1)NO	-3%	4%	-3%
CCNc1ncc2nc(-c3cc(F)cc(F)c3)c(=O)n(CCOC)c2n1	-13%	-12%	-11%
CCOC(=O)CCN1C(=O)[C@H]2[C@H]3[C@H](O)[C@H](O)C/C(=N/NC(=O)OCc4ccccc4)[C@H]3CC[C@@H]2C1=O	16%[10 µM]	-11%[10 µM]	-10%[11.7 µM]
CC(C)Cc1ccc(CC(=O)O)cc1	-13%[10 µM]	-8%	1%
NC[C@@H]1O[C@H](O[C@H]2[C@H](O)[C@H](O[C@@H]3O[C@H](CO)[C@@H](O)[C@H](N)[C@@H]3O)[C@@H](N)C[C@H]2N)[C@@H](O)[C@H](O)[C@@H]1O	23%[2.98 µM]	-6%[17 µM]	-2%[24.8 µM]
COc1ccccc1CN1CCC2(CC1)CCN(C(C)=O)CC2	-5%	-10%	-9%
O=c1c(O)c(-c2cc(O)c(O)c(O)c2)oc2cc(O)ccc12	-29%	-16%	u
C/C=C/C(=O)[C@@H](C)[C@@H](/C=C/C[Si](C)(C)C)c1ccccc1	u	u	-1%
CN1CCN(CCCN2c3ccccc3Sc3ccccc32)CC1	-16%	-5%	0%
COC(=O)[C@@H](N)CSC/C=C(\C)CC/C=C(\C)CCC=C(C)C	-6%	2%	-16%
COCC(=O)N1CCC2(CC1)CCN(C(=O)Nc1ccc(OC)cc1)CC2	7%	3%	5%

Quoted from the results shown for reference:
SMILES	RORg inh	Gal4-VP16 FLuc	Menin-MLL TR inh
COc1ccc(-n2c(=O)cnc3cnc(N(C)C)nc32)cc1	8%	-8%	-7%
CC12CCC=CC1C(c1ccoc1)N(Cc1ccccc1)C2=O (configuration not stated)	16%	16%	-19%
CNC(=O)C1(C(F)(F)F)CC(CCCO)CCCO1 (configuration not stated)	12%	-7%	-21%
O=C(Cc1ccccc1)NO	-3%	4%	-3%
CCNc1ncc2nc(-c3cc(F)cc(F)c3)c(=O)n(CCOC)c2n1	-13%	-12%	-11%
CCOC(=O)CCN1C(=O)[C@H]2[C@H]3[C@H](O)[C@H](O)C/C(=N/NC(=O)OCc4ccccc4)[C@H]3CC[C@@H]2C1=O	16%[10 µM]	-11%[10 µM]	-10%[11.7 µM]
CC(C)Cc1ccc(CC(=O)O)cc1	-13%[10 µM]	-8%	1%
NC[C@@H]1O[C@H](O[C@H]2[C@H](O)[C@H](O[C@@H]3O[C@H](CO)[C@@H](O)[C@H](N)[C@@H]3O)[C@@H](N)C[C@H]2N)[C@@H](O)[C@H](O)[C@@H]1O	23%[2.98 µM]	-6%[17 µM]	-2%[24.8 µM]
COc1ccccc1CN1CCC2(CC1)CCN(C(C)=O)CC2	-5%	-10%	-9%
O=c1c(O)c(-c2cc(O)c(O)c(O)c2)oc2cc(O)ccc12	-29%	-16%	u
C/C=C/C(=O)[C@@H](C)[C@@H](/C=C/C[Si](C)(C)C)c1ccccc1	u	u	-1%
CN1CCN(CCCN2c3ccccc3Sc3ccccc32)CC1	-16%	-5%	0%

Next part:
SMILES	RORg inh	Gal4-VP16 FLuc	Menin-MLL TR inh
COCCn1c(=O)c(-c2ccccc2)nc2cnc(Nc3ccccc3)nc21	-2%	2%	u
CC12CCC=CC1C(c1ccc(F)c(Br)c1)N(Cc1ccccc1)C2=O (configuration not stated)	15%	28%	-12%
N#CCCn1c(=O)c(-c2ccccc2)nc2cnc(N3CCNCC3)nc21	0%	12%	-2%
COc1ccc2[nH]cc(CCNc3ncncc3-c3ccccc3OC)c2c1	12%	-16%	5%
CO[C@]1(NC(=O)Cc2cccs2)C(=O)N2C(C(=O)O)=C(COC(N)=O)CS[C@H]21	1%[16.9 µM]	-4%[17 µM]	2%[24.8 µM]
O=C(c1csnn1)N1CCC2(CC1)CCN(c1cccc(-c3ccccc3)c1)CC2	37%	-10%	0%
COc1ncc2nc(-c3ccc(Cl)cc3)c(=O)n(C)c2n1	14%	-5%	-2%
CC(C)=NO[C@@H](C)CN1CCCCc2nc(C)c(C)cc21	-10%[10 µM]	2%[10 µM]	0%[11.7 µM]
COc1ccccc1CNc1ncnc2ccc(-c3ccccc3OC)cc12	u	22µM*	3%
COc1cc(CCNC(C)=O)c(C(=O)/C=C/c2cccc(OC)c2OC)cc1OC	u	24%	17%
Cc1cccc(CNc2cc(-c3ccc(C(=O)N(C)C)cc3)ncn2)c1	19%	-10%	0%
N#CCCn1c(=O)c(CCc2ccccc2)nc2cnc(Nc3ccccc3)nc21	-3%	4%	-28%
C=C(CO)C1Cc2c(ccc3c(=O)c4c(oc23)COc2cc(OC)c(OC)cc2-4)O1 (configuration not stated)	-4%	-14%	11%[24.8 µM]
N#CCCn1c(=O)c(-c2cccs2)nc2cnc(N3CCOCC3)nc21	7%	-13%	2%
OCCCNc1ccccc1	0%	-5%	0%
CC1C(=O)CCC2[C@]1(C)CCC1[C@]2(C)CC[C@@]2(C)C3CC(C)(C)CC[C@]3(C)CC[C@@]12C (some centres not stated)	-5%	0%	1%
Cc1cccc(CNc2ncncc2-c2ccc(C(=O)N(C)C)cc2)c1	-15%	-2%	-14%
COc1cc(OC)c(C(C)=O)c(O)c1C	5%	4%	-5%
CN(C)c1ccc(/C=C2/C(=O)Nc3ccccc32)cc1	-25%	2%	u
CC(O)[C@@H]1NC(=O)[C@H](CCCN)NC(=O)[C@@H](Cc2c[nH]c3ccccc23)NC(=O)[C@H](Cc2ccc(O)cc2)NC(=O)[C@@H](NC(=O)[C@H](N)Cc2ccccc2)CSSC(C)(C)C(C(=O)N[C@H](C(N)=O)[C@@H](C)O)NC1=O (some centres not stated)	-1%	-1%	6%
COCC(=O)N1CCC[C@@]2(CCN(Cc3nccs3)C2)C1	0%	1%	0%
